# DAX1 inh-1 – NR0B1 (DAX1) inhibition | P51843 | HEK293 Gal4-DAX1 luciferase reporter, luminescence | inhibition, % at 6.75 µM | hit rate 0.99% among 340,000 | AID 504766;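 active = inhibition above the mean over all tested compounds plus 3 SD, cut at about 4.2% in these data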;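 also: 0% = DAX1-transfected cells with DMSO and 100% = empty-vector control cells with DMSO; inhibition shows as a rise in luminescence from relieved DAX1 repression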
# Target sequence (P51843 207-470 limits assumed): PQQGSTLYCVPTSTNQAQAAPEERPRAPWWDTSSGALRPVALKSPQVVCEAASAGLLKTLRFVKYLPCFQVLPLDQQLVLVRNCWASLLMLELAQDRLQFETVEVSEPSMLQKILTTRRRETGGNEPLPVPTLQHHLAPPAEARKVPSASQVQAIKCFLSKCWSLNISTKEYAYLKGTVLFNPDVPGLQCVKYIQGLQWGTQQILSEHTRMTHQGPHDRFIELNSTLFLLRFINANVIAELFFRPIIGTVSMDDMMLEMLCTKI
# ssDAF12 agonist – activates DAF-12 receptor from parasite S. stercoralis; HEK293 ssDAF-12/GRIP1 lit1-tk-luc reporter, luminescence; % of 3 µM dafachronic acid response; activation, % at 6.8 µM; hit rate 1% among 370,000;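 active = activation above the mean over all tested compounds plus 3 SD, cut at about 0.9% in these data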;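 also: 0% = DMSO-only wells and 100% = 3 µM delta7-dafachronic acid wells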
# Rev-erbA mod – modulates human Rev-erb alpha binding to DNA | P20393 | hit rate 0.79% among 370,000 | activity, % at 10 µM | Rev-erbα–FITC-DNA binding, fluorescence polarization, 90 min;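 active = activity above about 14%, limit read from the data; passing the limit was not always enough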;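 also: 0% = DMSO wells with 35 nM protein and 100% = DMSO wells with 750 nM protein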
# Target sequence (P20393 whole entry, looked up): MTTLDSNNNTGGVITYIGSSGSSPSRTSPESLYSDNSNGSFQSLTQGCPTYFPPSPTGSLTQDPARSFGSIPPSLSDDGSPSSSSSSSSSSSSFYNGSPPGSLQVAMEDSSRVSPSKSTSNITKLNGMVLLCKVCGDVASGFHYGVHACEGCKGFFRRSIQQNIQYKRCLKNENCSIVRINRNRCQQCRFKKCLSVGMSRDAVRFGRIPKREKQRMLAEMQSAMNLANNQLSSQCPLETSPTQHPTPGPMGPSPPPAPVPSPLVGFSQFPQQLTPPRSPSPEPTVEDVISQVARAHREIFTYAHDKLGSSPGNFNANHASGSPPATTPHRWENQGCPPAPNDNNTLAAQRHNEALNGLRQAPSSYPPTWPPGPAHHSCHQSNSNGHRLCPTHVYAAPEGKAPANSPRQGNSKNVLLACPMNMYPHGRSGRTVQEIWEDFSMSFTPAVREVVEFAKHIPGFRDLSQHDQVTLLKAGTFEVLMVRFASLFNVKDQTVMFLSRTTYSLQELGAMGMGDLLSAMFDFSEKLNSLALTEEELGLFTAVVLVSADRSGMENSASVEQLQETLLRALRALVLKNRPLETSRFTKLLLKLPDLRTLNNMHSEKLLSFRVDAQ
# hgDAF-12 ag – hgDAF-12 agonism, primary luciferase screen. HEK293 GAL4-hgDAF12 UAS-luciferase reporter, agonist luminescence; normalized to butyrate control. activation, % at 6.8 µM. hit rate 1.8% among 370,000;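 active = activation above a cutoff set at the mean of all screened compounds plus 3 SD, cut at about 10% in these data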;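 also: 0% = DMSO wells and 100% = sodium butyrate wells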
# SMARCA2 act – increases SMARCA2 function in MMTV reporter cells. activation, % at 9.1 µM. AID 652017. MG213 cells, MMTV-luciferase reporter, dexamethasone, overnight. hit rate 1% among 370,000; in the data active = activation above about 7.8%;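 also: 0% = vehicle wells and 100% = reference activator wells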
# DAX1 inh-2 – blocks DAX1 repression of SF-1 activated StAR promoter; inhibition, % at 6.8 µM; AID 652010; hit rate 1.1% among 370,000; HEK293T StAR-luciferase reporter, SF-1/DAX-1 repression relief;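 active = inhibition above the mean over all tested compounds plus 3 SD, cut at about 3.6% in these data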;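 also: 0% = DAX-1 cells with DMSO and 100% = cells lacking DAX-1 with DMSO; higher inhibition means more luminescence from relief of DAX-1 repression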
# hcDAF-12 act – activates DAF-12 receptor from parasite H. contortus. HEK293 hcDAF-12 lit1-tk-luc reporter, luminescence; 0% DMSO, 100% Δ7-dafachronic acid. activation, % at 6.8 µM. hit rate 1.4% among 370,000;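 active = activation above the mean of all tested compounds plus 3 SD, cut at about 5.5% in these data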;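 also: 100% = response to 3 µM Δ7-dafachronic acid high control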
# ADAM17 inh – inhibits human ADAM17. P78536. recombinant ADAM17, EDANS/DABCYL FRET peptide cleavage. inhibition, % at 6.95 µM. hit rate 0.83% among 370,000. AID 720648;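 active = inhibition above the mean of compounds lying between control limits plus 3 SD, set per campaign, cut at about 8.5% in these data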;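 also: 0% = DMSO-only wells as the low control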
# PLCg1 inh – inhibitors of human phospholipase C gamma1; P19174; inhibition, % at 12.2 µM; hit rate 0.84% among 370,000; purified PLC-gamma1, fluorogenic substrate, fluorescence; in the data active = inhibition above about 9.5%
# PLCb3 inh – inhibitors of human phospholipase C beta3; inhibition, % at 12.2 µM; Purified PLC-beta3, fluorogenic substrate, fluorescence; Q01970; hit rate 0.18% among 370,000; AID 720704; in the data active = inhibition above about 11%;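 also: 0% = median of compound wells on plate and 100% = full blocker control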
# MBD2 DNA inh – inhibitors of human MBD2 binding to methylated oligonucleotide; Q9UBB5; TR-FRET; inhibition, % at 4.4 µM; hit rate 0.31% among 370,000; AID 686964; in the data active = inhibition above about 13%
# An asterisk follows results filed as active; / = not tested or not shown.
SMILES,DAX1 inh-1,ssDAF12 agonist,Rev-erbA mod,hgDAF-12 ag,SMARCA2 act,DAX1 inh-2,hcDAF-12 act,ADAM17 inh,PLCg1 inh,PLCb3 inh,MBD2 DNA inh
CCCCCNCC(=O)Nc1cccc(C(=O)Nc2cccc(C(F)(F)F)c2)c1,-0.9,-2.1,-2,0.6,-4,0.5,-1.8,4,2,3,2
CC(C)(C)c1ccc(CC(=O)N2CCC2(C)C(=O)Nc2cccc3c2CCCC3)cc1 (centres undefined),/,-1.2,2,-1.7,-2,-0.3,-2.4,5,3,-2,3
COc1ccc(N2CCN(C(=O)CN(C3CCCCC3)S(C)(=O)=O)CC2)cc1,-0.5,-1.4,7,4.7,-3,-0.4,-1.8,0,1,4,0
CN1C(C(=O)NCCc2cccs2)CC2Cn3c(nc4cc5ccccc5cc43)C21 (centres undefined),0.3,-1.0,-6,-0.6,1,-0.2,-1.8,-6,-11,-20,-6
COC(=O)CN1C(=O)[C@H]2[C@@H](/C=C/c3ccccc3)N3C(=O)CN(CC4CC4)C(=O)[C@@]3(Cc3ccccc3)[C@H]2C1=O,-0.1,-1.2,0,1.0,1,0.9,-1.9,-2,-2,-1,5
NC(=O)COc1ccc(C2c3c(oc4ccccc4c3=O)C(=O)N2CC2CCCO2)cc1 (centres undefined),-1.0,-1.1,2,-0.9,6,-0.1,0.1,-1,-2,0,4
Cc1ccc(O)c(-c2cc(-c3cccc(F)c3)n[nH]2)c1,-0.1,0.7,2,8.5,4,0.9,5.2,7,4,3,-3
NC(=O)CC[C@@H]1NC(=O)[C@@H]2CCCN2C(=O)c2cc([N+](=O)[O-])cc(I)c2NCCC[C@@H](C(=O)NC(CC(=O)O)C(N)=O)NC1=O (some centres undefined),/,-1.2,-5,2.2,0,0.1,-0.9,-3,4,1,6
C/C(=N\OC(=O)c1ccc(Cl)cc1)c1nccs1,1.1,-1.6,3,-2.2,1,0.1,-0.4,2,4,1,1
COCCNC(=O)c1onc(CSc2ccccc2)c1C(=O)NCCOC,0.0,-0.1,1,2.3,2,0.0,-1.3,-1,0,1,-4
O=C1CCCCC1Sc1nnc(-c2ccc3c(c2)OCO3)o1 (centres undefined),-6.9,-2.6,1,-12,-5,-0.4,-3.3,2,0,0,-1
Cc1ccc2c(c1)N(S(=O)(=O)c1cc(-c3cc(C)no3)ccc1C)CCO2,-0.2,-2.0,3,-1.6,-3,-2.5,-4.1,2,1,-9,2
Cc1ccc(CNC(=O)c2ccc(N3CCC4(CC3)CC(c3ccccc3)=NO4)c(NC(=O)c3ccccc3)c2)cc1,0.7,-1.5,-1,-0.8,3,-0.4,0.3,-4,3,2,-1
CC(C)Oc1ccc(Br)cc1/C=N\NC(N)=S,-0.6,-1.5,-1,-0.5,-4,-1.5,-3.1,-1,0,1,-1
Cc1cccc(NC(=O)Cn2c(O)c(N=NC(=O)c3ccncc3)c3ccccc32)c1,0.4,-1.7,-4,0.1,-1,0.9,-1.4,-4,-8,-3,1

# For convenience, some entries already given.
SMILES,DAX1 inh-1,ssDAF12 agonist,Rev-erbA mod,hgDAF-12 ag,SMARCA2 act,DAX1 inh-2,hcDAF-12 act,ADAM17 inh,PLCg1 inh,PLCb3 inh,MBD2 DNA inh
CCCCCNCC(=O)Nc1cccc(C(=O)Nc2cccc(C(F)(F)F)c2)c1,-0.9,-2.1,-2,0.6,-4,0.5,-1.8,4,2,3,2
CC(C)(C)c1ccc(CC(=O)N2CCC2(C)C(=O)Nc2cccc3c2CCCC3)cc1 (centres undefined),/,-1.2,2,-1.7,-2,-0.3,-2.4,5,3,-2,3
COc1ccc(N2CCN(C(=O)CN(C3CCCCC3)S(C)(=O)=O)CC2)cc1,-0.5,-1.4,7,4.7,-3,-0.4,-1.8,0,1,4,0

# The listing continues.
SMILES,DAX1 inh-1,ssDAF12 agonist,Rev-erbA mod,hgDAF-12 ag,SMARCA2 act,DAX1 inh-2,hcDAF-12 act,ADAM17 inh,PLCg1 inh,PLCb3 inh,MBD2 DNA inh
C=CCNC(=O)c1ccsc1N,/,-0.8,11,2.3,-4,4.2*,1.4,-19,-16,-22,-2
CCOC(=O)C1(Cc2cccc(Cl)c2)CCCN(C(=O)c2occc2C)C1 (centres undefined),-0.2,-1.0,2,0.7,2,-0.7,-1.7,1,-3,-9,0
COc1ccc(-c2cc(=O)c3cc(OC)c(OC)cc3[nH]2)cc1,-0.3,-0.9,0,2.4,1,0.5,2.8,-236,-118,-213,9
CCc1cccc(CC)c1NC(=O)CSc1nnc(CCC(=O)O)c(=O)[nH]1,0.6,-0.8,-7,0.9,1,-0.2,-1.5,-2,1,2,0
CCOc1ccc(Cl)cc1-c1cc(C(=O)NCCOC)[nH]n1,/,-1.6,3,0.1,-1,-0.9,-2.7,1,3,-1,-3
CCNC(=S)N(CCO)Cc1cc2cc3c(cc2[nH]c1=O)OCO3,0.5,-0.5,2,-0.5,1,-0.2,-2.0,-103,-23,-36,-5
CC(C)c1cc(=O)n2[nH]c(SCc3ccccc3Cl)nc2n1,0.8,-1.2,-3,-1.5,-2,0.4,0.5,-10,13*,-5,12
Nc1nnc(-c2ccc([N+](=O)[O-])o2)s1,-1.4,-1.4,0,-6.8,-4,-3.0,-0.5,-5,-4,-2,-1
Cc1ccc(S(=O)OCC(=O)Nc2cc(Cl)ccc2N2CCOCC2)cc1 (centres undefined),0.0,-1.0,14,3.3,-5,-0.7,-0.3,-1,1,2,3
CCOC(=O)N1CCN(c2nc(=S)n(-c3ccccc3)c(C)c2C(C)=O)CC1,-0.1,-0.9,-4,-2.2,-2,-0.4,-2.0,-1,7,1,-5
COc1ccc(N(CC(=O)NCc2cccs2)S(=O)(=O)c2cccc(C)c2)cc1,-1.0,-1.2,-2,-0.6,-2,-0.9,-0.2,-1,0,-6,0
Fc1ccc(-c2ccnc(=S)[nH]2)cc1,1.1,-1.4,/,0.6,2,0.3,-2.5,0,2,1,3
Cc1c(Cl)cccc1NC(=S)N(Cc1ccccc1)Cc1cccnc1,0.6,-2.2,4,4.0,-2,-0.8,-1.7,-3,2,-2,1
COc1ccc(S(=O)(=O)NCC(=O)Nc2ccc(F)cc2)cc1,0.3,-1.2,1,2.0,-2,-0.3,-0.1,-4,-1,-2,4
O=C(NC1CCOC1)c1cc(COc2cccc(C(F)(F)F)c2)on1 (centres undefined),0.5,-0.6,-4,6.4,5,2.6,1.3,-2,-3,-7,-6
COc1ccc([N+](=O)[O-])cc1NC(=O)C1CCCN1S(=O)(=O)c1cccs1 (centres undefined),-1.4,-1.2,-2,-0.6,-2,-5.0,-1.5,1,3,2,-3
COc1ccc(Cl)cc1C(=O)NNC(=O)CCNC(C)=O,-0.2,-1.1,-5,2.8,4,-0.6,0.3,0,2,0,2
COC(=O)NCC(c1ccc2c(c1)OCO2)N1CCN(c2ccccc2)CC1 (centres undefined),0.1,-1.5,4,0.0,-3,-0.6,-1.4,-1,1,-4,5
CCCCC#Cc1cncc(C(=O)N/N=C/c2ccccc2)c1,-0.6,-1.6,-5,1.0,-5,0.3,-1.1,-6,-3,-9,-6
COc1ccccc1CN1CC(C(=O)NCCN2CCOC2=O)CCC1=O (centres undefined),0.1,-0.7,-4,0.6,2,-1.7,-1.2,-5,4,-4,2
N#CCC(=O)N/N=C/c1cn(Cc2ccc3ccccc3c2)c2ccccc12,1.9,-2.5,-13,-4.0,-3,-1.0,-2.8,-8,-2,-5,4
N#Cc1cccc(NC(=O)Cc2ccccc2)c1,-0.1,-1.1,-4,0.5,-5,0.2,-1.4,6,4,-4,-3
Cc1c(-n2c(O)c(C3=c4ccccc4=NC3=O)sc2=O)c(=O)n(-c2ccccc2)n1C,-0.2,1.1*,4,0.0,-3,0.5,1.7,-1,0,-1,6
COc1ccccc1C(=O)Nc1ccc(OCC(=O)N2CC(C)OC(C)C2)cc1 (centres undefined),-0.4,-1.7,3,3.0,0,1.8,1.1,-2,1,-1,-4
CN(C)S(=O)(=O)c1ccc(-c2ccccc2)cc1,2.2,-1.3,3,1.7,1,0.4,0.4,-5,-1,0,1
O=c1[nH]ncc(N/N=C\c2cccs2)c1Cl,1.8,-1.0,6,-1.8,-1,0.3,-0.3,-6,-64,-71,1
Cc1c(NS(=O)(=O)c2ccc3c(c2)n(C)c(=O)n3C)c(=O)n(-c2ccccc2)n1C,-0.1,-1.1,3,-0.8,0,1.0,-0.9,-9,3,1,3
CCCCCCn1cc(CN2CC(N(C)CC)CS2(=O)=O)nn1 (centres undefined),/,-1.9,0,3.4,-4,3.7*,1.2,-2,3,3,1
CCCC(NC(=O)C(C)Sc1nnnn1C1CC1)c1ccccc1 (centres undefined),2.0,-1.4,-3,2.2,0,-2.3,0.2,1,0,1,-8
CCOC(=O)c1cc2c(nc1N)CCCC2,0.7,-1.8,4,0.1,-2,-0.1,-1.1,-192,-54,-86,-1

# 4 entries already listed, ordered by number of heavy atoms, smallest number first.
SMILES,DAX1 inh-1,ssDAF12 agonist,Rev-erbA mod,hgDAF-12 ag,SMARCA2 act,DAX1 inh-2,hcDAF-12 act,ADAM17 inh,PLCg1 inh,PLCb3 inh,MBD2 DNA inh
CN(C)S(=O)(=O)c1ccc(-c2ccccc2)cc1,2.2,-1.3,3,1.7,1,0.4,0.4,-5,-1,0,1
COc1ccccc1CN1CC(C(=O)NCCN2CCOC2=O)CCC1=O (centres undefined),0.1,-0.7,-4,0.6,2,-1.7,-1.2,-5,4,-4,2
COc1ccccc1C(=O)Nc1ccc(OCC(=O)N2CC(C)OC(C)C2)cc1 (centres undefined),-0.4,-1.7,3,3.0,0,1.8,1.1,-2,1,-1,-4
Cc1c(NS(=O)(=O)c2ccc3c(c2)n(C)c(=O)n3C)c(=O)n(-c2ccccc2)n1C,-0.1,-1.1,3,-0.8,0,1.0,-0.9,-9,3,1,3

# Going on with the list:
SMILES,DAX1 inh-1,ssDAF12 agonist,Rev-erbA mod,hgDAF-12 ag,SMARCA2 act,DAX1 inh-2,hcDAF-12 act,ADAM17 inh,PLCg1 inh,PLCb3 inh,MBD2 DNA inh
CCOC(=O)NC(NC(=O)OCC)C(=O)c1ccccc1,-0.5,-1.3,2,-0.5,-2,0.0,-1.0,2,1,4,-3
N#Cc1cccc(-c2csc(C(O)c3ccco3)n2)c1 (centres undefined),/,-0.5,-6,2.5,-4,0.6,1.1,-10,-15,-20,4
CCOc1ccc2nc(SCC(=O)c3ccccc3)sc2c1,1.2,-0.6,-2,6.3,7,0.6,0.0,3,1,0,0
O=C(Nc1nnc(S(=O)(=O)Cc2ccc(F)cc2)s1)c1ccccc1F,-0.8,1.3*,0,-0.6,-1,-0.1,-2.6,-4,-31,-53,0
O=C(Nc1ccc(F)cc1)Nc1ccc(N2CCCC2)c(S(=O)(=O)Nc2ccccc2Cl)c1,-1.0,-1.0,0,-1.4,-8,-1.4,-3.6,-7,-17,-31,6
O=C(CCCCC(=O)OCC1CCCO1)OCC1CCCO1 (centres undefined),0.9,-0.9,0,-1.2,-3,0.1,-0.4,-3,2,2,5
COc1ccccc1N1CCN(C(=O)Cn2nnc(-c3ccncc3)n2)CC1,-0.1,-1.7,-6,-0.4,-2,-0.2,-2.1,-2,0,-1,4
CCN(C[C@H]1N[C@@](Cc2ccccc2)(C(=O)OC)[C@H]2C(=O)N(C)C(=O)[C@@H]12)C(=O)c1ccc(C(C)(C)C)cc1,1.2,-0.9,0,-3.0,0,2.1,-0.3,1,0,3,1
CCN(CC)C(=O)/C=C/c1ccccc1,0.1,-0.9,-3,0.7,4,0.2,1.6,-3,4,1,8

# High-throughput results as filed in PubChem BioAssay.
